IEC-6 cytotox – cytotoxicity in IEC-6 intestinal epithelial cells, primary screen, cytotoxicity control for KLF5 inhibitor project, cell-based, luminescence. IEC-6 cytotoxicity, luminescence viability. AID 1825, 2009. 290,000 tested, 0.78% active. inhibition, % at 5 µM; in the data active means inhibition above about 22%;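 further: 0% = plate median of test compound wells and 100% = cytotoxic reference compound wells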
KLF5 inh – KLF5 expression inhibitors, primary screen, DLD-1 cells, luminescence | 290,000 tested, 0.23% active | DLD-1 KLF5 promoter-luciferase reporter | inhibition, % at 5 µM | AID 1700, 2009;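 active means inhibition above a per-plate limit of that plate's mean compound inhibition plus 3 SD, cut at about 60% in these data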;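 further: 0% = DMSO wells and 100% = LY294002 at 200 µM; higher means less KLF5 promoter-driven luciferase light; inactives centre near -14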
HSF1 inhib – HSF1 inhibitors in luciferase reporter cells, primary screen, cell-based, NIH3T3, luminescence | NIH3T3-HGL HSE-luciferase, MG132-induced, luminescence 8 h; hits give low values | 300,000 tested, 0.77% active | activity change, negative = inhibition, % at 7.5 µM (by protocol) | AID 2098, 2009;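 active means more than half of replicate wells show activity change below -50%, luminescence cut by over half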;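 further: luciferase reports HSF-1 transcriptional activity via heat shock element; 0% = median of DMSO wells and -100% = zero luminescence signal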
Platelet DG rel – inhibitors of platelet dense granule secretion, primary screen, cell-based, MLPCN, human platelets | inhibition, %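 (compounds screened at 7.5 µM in platelet-rich plasma)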 | 300,000 tested, 0.22% active | human platelet-rich plasma, SFLLRN dense granule ATP release, luminescence;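 active means mean replicate score, as percent of positive control, at or above 50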
SKKanGAS inh – S. pyogenes SKKanGAS growth inhibitors in kanamycin, primary screen, streptokinase expression inhibitor project, SKKanGAS strain, BacTiter-Glo luminescence; 6 h; inhibition, % at 7.5 µM; 300,000 tested, 1.3% active;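 active means mean replicate score, as percent of positive control median, at least 50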;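 further: strain carries kanamycin resistance gene driven by streptokinase promoter and grows in 40 µg/ml kanamycin; loss of luminescence reflects streptokinase promoter inhibition or plain growth inhibition; 0% = median of DMSO wells and 100% = positive control at its reference dose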
HSP90 refold inh – HSP90 inhibitors, primary screen, cell lysate, luminescence; Heat shock protein HSP 90 (rabbit reticulocyte lysate; luciferase refolding); inhibition, % at 5.6 µM; 290,000 tested, 0.91% active; Rabbit reticulocyte lysate, luciferase refolding luminescence, 3 h; AID 1789, 2009;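 active means inhibition above the screen-wide mean plus 3 SD, computed separately per campaign, cut at about 16% in these data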;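 further: 0% = DMSO wells and 100% = 60 µM geldanamycin wells; inhibitors lower the luminescence because luciferase stays unfolded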
AI-2 QS mod – Vibrio harveyi AI-2 quorum sensing modulators, primary screen, JMH597 strain, luminescence/OD600 ratio; Vibrio harveyi JMH597 AI-2 luminescence/OD600 ratio, 9 h; hits give low values; strain lacks LuxN and CqsS sensors; 0 = neutral-control median; activity change, % at 7.5 µM; 300,000 tested, 0.4% active; in the data active means activity change below about -75%, passing the limit was not always enough;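 further: luminescence divided by OD600 gain over 9 h not by final OD600 alone; inactives centre near 13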
HSF-1 act – HSF-1 activators, primary screen, NIH3T3-HGL cells, MG132 stress, luminescence, single point; NIH3T3-HGL HSF-1 luciferase reporter, 8 h; 100% = twice DMSO control signal; activation, % at 9 µM; 300,000 tested, 1.7% active;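 active means mean replicate activation of at least 50% with a set share of replicates each reaching 50%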;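 further: 0% = median of the neutral control wells and 100% = twice that signal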
HIF act – HIF pathway transcriptional activators, primary screen, cell-based, U2OS HRE-luciferase, luminescence | 300,000 tested, 0.32% active | activation, % at 7.5 µM (by protocol) | U2OS HRE-luciferase reporter; normalized: DMSO 0%, desferrioxamine 100%;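 active means mean activation of at least 10% of the iron chelator positive control signal, with at least half of replicates also reaching 10%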
aSyn UTR inh – MLPCN primary screen, SNCA 5' untranslated region. alpha-synuclein 5'UTR reporter, inhibitor activity. AID 1813, 2009. inhibition, % (tested at 7.5 µM). 300,000 tested, 0.82% active; in the data active means inhibition above about 60%;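 further: H4 neuroglioblastoma cells stably carrying SNCA 5'UTR luciferase fusion; 0% = DMSO wells and 100% = positive control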
Numbers without * were called inactive; x = no result given. Rows are unselected, and some 6% of all compounds hit somewhere here.

Sample of the layout (three entries):
SMILES	IEC-6 cytotox	KLF5 inh	HSF1 inhib	Platelet DG rel	SKKanGAS inh	HSP90 refold inh	AI-2 QS mod	HSF-1 act	HIF act	aSyn UTR inh
COc1ccc(CN(C(=O)CSc2nnc(-c3ccc(OC)c(OC)c3)o2)c2ccc(F)cc2)cc1	-2	-19	-10	x	13	8	20	-24	0.4	21
CCOC(=O)c1c(C)nc2sc3c(=O)n(-c4ccc(C(C)=O)cc4)cnc3c2c1-c1ccc(Cl)cc1	1	-4	-10	9	11	4	11	0	0.0	37
O=C(NC1CCCCC1)N1CCN(C(c2ccccc2)c2ccccc2)CC1	9	-22	-4	-2	3	4	27	3	-1.1	11

Results, from the start:
SMILES	IEC-6 cytotox	KLF5 inh	HSF1 inhib	Platelet DG rel	SKKanGAS inh	HSP90 refold inh	AI-2 QS mod	HSF-1 act	HIF act	aSyn UTR inh
COc1ccc(CN(C(=O)CSc2nnc(-c3ccc(OC)c(OC)c3)o2)c2ccc(F)cc2)cc1	-2	-19	-10	x	13	8	20	-24	0.4	21
CCOC(=O)c1c(C)nc2sc3c(=O)n(-c4ccc(C(C)=O)cc4)cnc3c2c1-c1ccc(Cl)cc1	1	-4	-10	9	11	4	11	0	0.0	37
O=C(NC1CCCCC1)N1CCN(C(c2ccccc2)c2ccccc2)CC1	9	-22	-4	-2	3	4	27	3	-1.1	11
COc1ccc(NC(=O)CCCSc2nc(-c3ccco3)cc(C(F)(F)F)n2)cc1OC	-1	-56	-11	1	21	-1	43	9	0.9	18
COC(=O)C1CCN(C(=O)CCC2CCCCC2)CC1	-1	-32	2	8	5	2	26	1	-0.1	-10
Cc1nn2c3ccccc3nc2c2ccccc12	6	-5	1	-2	4	-2	11	-8	1.7	-51
COc1ccc(CC(=O)Nc2nc(-c3cc(OC)ccc3OC)cs2)cc1	6	-14	-7	1	3	-2	35	2	-0.4	35
COc1cc(S(=O)(=O)NCc2cccnc2)ccc1F	1	-15	-3	-5	-4	-1	7	-12	-0.7	14
CCCCn1c(=N)n(CCOc2ccc(C)cc2)c2ccccc21	6	7	-3	-5	3	3	4	-2	-0.2	4
Cc1nc(-c2ccc(NC(=O)c3ccccc3C)cc2)cs1	2	-94	0	11	1	-1	12	3	0.3	-123
O=C(CC1S/C(=N\S(=O)(=O)c2ccc(F)cc2)N(c2ccccc2)C1=O)Nc1ccccc1 (configuration not stated)	-3	-27	-9	-17	-7	-1	24	6	-0.7	7
CN(CC(=O)Nc1cccc(F)c1)C(=O)CCCN1C(=O)c2cccc3cccc(c23)C1=O	x	x	3	-4	0	x	9	13	-28	-14
CCN1CCCC1CNC(=O)CSc1cc(=O)n(C)c2cc(Cl)ccc12 (configuration not stated)	-1	-13	5	-2	-8	-1	10	11	-0.1	11
Cn1c(CNC(=O)c2ccccc2F)cc2ccccc21	1	-20	-10	1	-6	-2	2	1	0.4	-4
CC(CNC(=O)c1ccccc1Cl)c1ccccc1 (configuration not stated)	-6	-80	-3	-8	3	-1	19	-5	-7.5	-111
CCCc1c(C)c2ccccc2[nH]c1=O	10	0	5	-1	-5	4	-11	15	-14	-4
CC(=O)Oc1ccc(/C=N/NC(=O)C2CCCN2S(=O)(=O)c2ccc(Cl)cc2)cc1 (configuration not stated)	3	-6	-4	-2	10	13	30	-3	0.1	-2
Cc1ccccc1CO/N=C/c1[nH]ncc1Br	3	-24	-85*	7	1	4	2	-89	-0.4	-4
CS(=O)(=O)c1ccc(N)c(SSc2cc(S(C)(=O)=O)ccc2N)c1	x	x	-2	-8	1	x	12	4	1.6	17
Cc1ccccc1NC(=O)CSc1nc2ccccc2c2nc(CCn3cncc3C)nn12	8	-22	-8	-1	1	0	7	-6	-0.1	-1
O=C(c1coc(=O)c(Br)c1)N1CCC(C(O)(c2ccccc2)c2ccccc2)CC1	-2	-15	1	4	-1	1	35	-5	0.3	-3
CCc1[nH]nc(C(=O)N2CCCC(Nc3ccc(C(C)C)cc3)C2)c1C (configuration not stated)	-1	-23	-3	5	10	-3	20	1	-0.4	1
Cc1cc(NC(=O)Nc2ccccc2)n(-c2ccccc2)n1	2	-20	10	x	1	0	17	13	2.5	-10
O=S(=O)(NCC1CC1)c1cc(Cl)cc(Cl)c1	-1	-56	-7	25	-2	2	13	-21	0.2	7
NC(=O)C1(N2CCCCC2)CCN(C(=S)NCCc2ccccc2)CC1	-12	-14	-7	0	-1	-7	7	2	0.6	13
CC(C)CNC(CC(=O)O)c1ccccc1 (configuration not stated)	2	12	-22	8	3	3	-3	-39	-0.8	6
CCOc1ccc(S(=O)(=O)Nc2ccc(C(=O)N3CC(C)OC(C)C3)cc2)cc1 (configuration not stated)	x	x	5	-5	0	x	16	-18	-0.4	-8
O=C(NCC(c1ccco1)N1CCOCC1)c1c(F)cccc1F (configuration not stated)	x	x	2	2	-2	x	14	-2	-0.7	9
O=C(NCCc1ccccc1)C1CCN(S(=O)(=O)N2CCCCCC2)CC1	2	-39	-43	-2	-4	2	23	-54	1.5	-27
O=c1c2sccc2[nH]c(=S)n1Cc1ccccc1	-2	-35	1	-7	-8	-1	-4	16	-0.3	7
CCOC(=O)C1=C(C)NC(=S)NC1C (configuration not stated)	-3	-5	1	35	-6	0	-82*	-7	-0.3	1
Cc1cccc(NC(=O)CSc2ccc3nnc(-c4cccnc4)n3n2)c1	4	-5	-3	-15	4	-2	21	-2	-0.3	3
COc1cc(NC(=O)C/C(C)=N/NC(=O)c2cccc(O)c2)c(OC)cc1Cl	9	15	42	-1	6	2	9	45	-0.5	-34
FC(F)Oc1ccc(NC(=S)NCc2ccco2)cc1Cl	-1	-15	24	-2	-2	-3	3	7	0.0	-62
CN1C(=O)C(O)(CC(=O)c2ccncc2)c2ccccc21 (configuration not stated)	0	15	-6	2	3	-4	18	-15	-0.3	12
Cc1ccc2nc(C)c3c(c2c1)N(c1ccccc1)CC3	11	16	-10	-10	-2	0	0	-19	-0.4	50
CON(C)c1nc(C2CCCCC2)c2cc(C)ccc2n1	x	x	-2	3	21	x	14	-5	-0.4	10
N#Cc1cnc(SCC(=O)Nc2ccccc2C(F)(F)F)nc1N	3	7	-5	-3	4	7	22	-12	-0.4	-29
COc1ccc2c(Cl)c(C(=O)N/N=C3\CCCC(=O)C3)sc2c1	-7	12	1	10	33	3	42	21	1.3	-59
Cc1ccc(-n2nc3c(=O)n(C(C)C(=O)NCc4ccc5c(c4)OCO5)nc(C)c3c2C)cc1 (configuration not stated)	8	-17	3	0	0	-1	30	7	-0.1	20
C=CCOc1cccc(CNc2ccc3[nH]c(=O)[nH]c3c2)c1	-5	7	0	12	-3	-4	14	-5	-1.1	3
O=C(Cn1cnc2c(cnn2-c2ccc(F)cc2)c1=O)N1CCN(c2ccccc2F)CC1	0	3	-3	4	-12	0	35	6	-0.3	36
CCCCNC(=O)c1onc(CSc2nc3ccccc3[nH]2)c1C(=O)NCCCC	4	-19	-7	0	7	-1	11	-2	0.4	29
Cc1cc(NS(=O)(=O)c2ccc(NC(=O)CSc3nc4ncccc4[nH]3)cc2)nc(C)n1	8	18	2	3	-9	4	20	12	0.0	12
O=C1COc2ccccc2N1Cc1ccccc1Cl	3	-8	9	1	0	3	-3	17	-0.9	15
OC(COCc1ccc2c(c1)OCO2)CN1CCN(Cc2ccccc2)CC1 (configuration not stated)	-4	-26	-13	8	0	9	9	-13	-0.1	16
CCN1CCN(C2=NC(=O)/C(=C/c3ccc(C)o3)S2)CC1	-2	14	10	1	-1	1	14	36	-0.1	18
CC(=O)c1cc(F)c(N2CCN(CCC#N)CC2)cc1C	2	-12	1	4	-1	-2	16	5	0.0	-7
CCC(=O)N1CCn2c1nc1ccccc12	-2	2	-11	3	-1	0	16	-5	-0.2	-13
CCC(O)C1CCN(C(=O)c2cc(COc3ccc(F)cc3F)on2)CC1 (configuration not stated)	9	-31	4	3	2	-1	7	-9	0.6	2
N#Cc1ccc(-c2ccc(F)cc2)nc1Sc1ccccc1	-4	-2	-11	15	3	-1	24	-15	-1.2	5
CC(C)CN1CCC(=O)N([C@H](CSc2ccccc2)Cc2ccccc2)CC1	-1	-11	1	0	6	-3	10	1	0.1	-16
C/C(=N\NC(=O)Cc1ccccc1[N+](=O)[O-])c1cccnc1	4	-51	9	-1	0	-1	18	5	0.1	0
CC(=O)c1cccc(S(=O)(=O)NC2CCSc3ccccc32)c1 (configuration not stated)	3	-1	-4	-4	3	2	5	5	0.4	13
COc1ccc(-c2cc(C(=O)Nc3ccc(C(N)=O)cc3)c3ccccc3n2)cc1	-1	-93	16	19	12	-4	18	33	2.7	-119
CCN1CCN(CCNC(=O)CCc2c(C)c3c(C)nn(-c4ccccc4)c3n(C)c2=O)CC1	-4	-38	4	0	-6	1	16	19	0.2	-10
CCCCNC(=O)C(C#N)c1nc2ccccc2nc1N1CCCC1 (configuration not stated)	2	12	6	-2	2	-2	20	-7	0.0	28
CCn1nnc(NC(=O)c2ccc(Br)o2)n1	-4	-40	-5	-4	-1	-3	11	-7	0.8	-12
Cc1occc1-c1nnc(SCC(=O)c2ccc(F)cc2)o1	-4	8	8	-2	0	6	8	26	3.7	18
O=C(CSc1ncn[nH]1)Nc1ccc(OCc2ccccc2)cc1	2	-70	10	4	2	-2	26	32	2.2	-46
Next part:
SMILES	IEC-6 cytotox	KLF5 inh	HSF1 inhib	Platelet DG rel	SKKanGAS inh	HSP90 refold inh	AI-2 QS mod	HSF-1 act	HIF act	aSyn UTR inh
Cc1ccc(-n2c(C)c([N+](=O)[O-])c3ccc(O)cc32)cc1	0	4	-16	-2	16	2	20	-18	1.3	-20
CCOc1ccc(NC(=O)c2ccco2)cc1	-1	-152	18	5	-6	9	15	19	0.3	-5
COc1ccc(N2CCN(C(=O)c3ccc4[nH]c(C)c(C)c4c3)CC2)cc1	1	-4	14	-1	7	-2	-5	36	0.0	9
COc1ccc(C2C(CC(=O)O)=C(Nc3ccccc3)C(=O)N2c2ccccc2)cc1 (configuration not stated)	-2	-20	31	-1	4	0	17	64*	1.9	-86
Cc1cccc(C)c1NC(=S)Nc1ccc(Cl)c(Cl)c1	0	-5	5	8	20	-5	1	8	0.1	-40
O=C(NCCCN1CCOCC1)C1(c2ccccc2)CCCC1	-3	-41	-8	70*	-4	7	6	-4	-0.2	19
CC(c1ccco1)N(C(=O)c1cccs1)c1ccccn1 (configuration not stated)	-1	-3	-9	-4	2	0	21	6	0.0	-22
COC(=O)c1cc(C(=O)c2cc(F)ccc2O)cn2c(=O)c3c(C)c(C)sc3nc12	-3	-29	2	3	18	-1	12	20	-0.2	-7
COCCNC(=O)C(=O)Nc1ccc(Cl)cc1C	-4	-41	-10	-1	-18	-1	-3	0	2.7	-26
CCn1nnc(NC(=O)c2cccc(-c3cc4ccccc4oc3=O)c2)n1	1	-52	0	-4	-5	-1	20	22	1.9	-105
O=C(Nc1ccc(F)cc1)Nc1cccc(Br)c1	x	x	10	0	0	x	-7	-11	1.8	-36
COc1ccc(CCNC(=O)c2ccc(N(C)S(=O)(=O)c3ccc(C)cc3)cc2)cc1OC	6	4	2	-13	0	0	10	-11	-0.9	2

Bioassay records as filed in PubChem.
